Compound activity deposited in PubChem BioAssay by National Center for Advancing Translational Sciences (NCATS).
D2 antag: antagonists of human D2 dopamine receptor | P14416 | HEK293 TREx D2 cells, calcium flux, dopamine EC80 | inhibition, % at 10 µM | 340,000 compounds, 2% hits; in the data active = inhibition above about 30%; note: 0% is about no effect
Target sequence (P14416 whole entry, looked up): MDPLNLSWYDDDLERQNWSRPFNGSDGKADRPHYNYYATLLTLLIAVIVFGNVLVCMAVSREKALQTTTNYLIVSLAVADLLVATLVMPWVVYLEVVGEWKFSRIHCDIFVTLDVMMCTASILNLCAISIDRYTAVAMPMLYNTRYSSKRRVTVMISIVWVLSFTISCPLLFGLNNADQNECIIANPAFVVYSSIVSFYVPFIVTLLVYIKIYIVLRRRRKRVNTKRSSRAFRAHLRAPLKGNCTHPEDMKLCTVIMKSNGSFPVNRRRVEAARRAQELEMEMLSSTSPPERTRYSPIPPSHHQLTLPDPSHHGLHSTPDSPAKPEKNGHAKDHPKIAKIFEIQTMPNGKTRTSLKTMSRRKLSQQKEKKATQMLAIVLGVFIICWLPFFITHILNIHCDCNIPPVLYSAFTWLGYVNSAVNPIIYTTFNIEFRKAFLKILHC
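Measurement of antagonist activity uses fluorescent calcium dye in inducible HEK293 T-REx D2 cells: 10 s baseline, compound addition with 180 s read, EC80 dopamine addition with a further 180 s read.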
RXFP1 antagonist: RXFP1 (human) relaxin receptor antagonism | Q9HBX9 | HEK293-RXFP1, relaxin-stimulated cAMP HTRF, 30 min; stronger effect = lower value | activity change, negative = inhibition, % at 57.5 µM | 350,000 compounds, 0.59% hits;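 active = activity change of -60% or lower, but not beyond a set lower limit; inconclusive = change between -60% and -40%, or beyond the set limit; inactive = change above -40%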; note: % is set by controls: 0 for no effect and ±100 for the full control effect
D1 PAM: potentiators of human D1 dopamine receptor; 360,000 compounds, 0.036% hits; AID 504651; potentiation, % at 10 µM; P21728; HEK293 TREx D1 cells, calcium flux, dopamine EC20 potentiation; in the data active = potentiation above about 30%; note: 0% is about no effect
D2 PAM: positively modulates the human D2 dopamine receptor allosterically. P14416. HEK293 T-REx D2, calcium flux, EC20 dopamine potentiation. potentiation, % at 10 µM. 340,000 compounds, 0.34% hits. AID 485347;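 active = potentiation over 3 SD above the plate norm, cut at about 30% in these data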; note: 0% is about no effect
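Potentiation of an EC20 dopamine calcium response is measured in a force-coupled, tetracycline-inducible Hek293 Trex D2 line. Compound-only kinetic reads over 180 s flag agonists before dopamine addition.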
D2 agonist: agonists of human D2 dopamine receptor; AID 485358; 340,000 compounds, 0.53% hits; P14416; HEK293 T-REx D2 cells, calcium flux agonist mode; activation, % at 2 µM;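 active = activation over 3 SD above normal in the single-dose calcium agonist read, cut at about 30% in these data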; note: 0% is about no effect
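In this primary screen, compounds producing a positive calcium signal within 180 s of addition to tetracycline-induced, force-coupled HEK293 Trex D2 cells are flagged; cells are dye-loaded with a no-wash calcium kit beforehand.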
D1 agonist: human D1 receptor agonism | HEK293 T-REx D1 cells, calcium flux, agonist mode | activation, % at 2 µM | P21728 | 360,000 compounds, 1% hits | AID 504660; in the data active = activation above about 30%; note: 0% is about no effect
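Tetracycline-induced HEK293 TREx D1 cells, force-coupled to calcium signalling, were dye-loaded with a no-wash calcium kit. Compound was pin-added after a 10 s baseline. Fluorescence was read kinetically at 1 cycle/s for 180 s, with calcium rises flagged as agonism.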
D1 antagonist: human D1 dopamine receptor antagonism. HEK293 TREx D1 cells, calcium flux, dopamine EC80; stronger effect = lower value. activity change, negative = inhibition, % at 10 µM. 360,000 compounds, 3.2% hits; in the data active = activity change below about -30%; note: % is set by controls: 0 for no effect and ±100 for the full control effect
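Antagonism measured as reduced calcium response to an EC80 dopamine addition following 180 s compound pre-read; cells were inducible HEK293 Trex D1 plated overnight at 30 C, read kinetically at 1 cycle/sec.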
RXFP1 ag: activates the human relaxin receptor RXFP1 | Q9HBX9 | HEK293T-RXFP1 cAMP TR-FRET, 30 min; response scale: percent of porcine relaxin response, buffer zero | Potency, µM (titrated, usually from 57.5 µM), for inactives: at the highest dose activation, actives largely listed as activators | 370,000 compounds, 0.3% hits | AID 2676; active = well fitted activation curve with a large enough effect; inconclusive = small, poorly fitted or top-dose-only effect; note: potency is the fitted concentration of half-maximal effect; % is set by controls: 0 for no effect and ±100 for the full control effect; nearly all actives have a fitted effect of over 60% in size; many of its hits are not listed in these tables
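HEK293 cells stably expressing RXFP1, treated 30 min at 37C with compounds plus PDE4 inhibitor Ro 20174; cAMP measured by HTRF TR-FRET. Normalized to buffer and 29 nM porcine relaxin; EC50 by Hill fit.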
TRHR enhancer: allosteric enhancers of human TRH receptor. 360,000 compounds, 0.66% hits. TRHR cells, fluo-8 calcium fluorescence, EC20 TRH enhancement. enhancement, % at 2 µM; in the data active = enhancement above about 30%; note: 0% is about no effect
Target sequence (P34981 whole entry, looked up): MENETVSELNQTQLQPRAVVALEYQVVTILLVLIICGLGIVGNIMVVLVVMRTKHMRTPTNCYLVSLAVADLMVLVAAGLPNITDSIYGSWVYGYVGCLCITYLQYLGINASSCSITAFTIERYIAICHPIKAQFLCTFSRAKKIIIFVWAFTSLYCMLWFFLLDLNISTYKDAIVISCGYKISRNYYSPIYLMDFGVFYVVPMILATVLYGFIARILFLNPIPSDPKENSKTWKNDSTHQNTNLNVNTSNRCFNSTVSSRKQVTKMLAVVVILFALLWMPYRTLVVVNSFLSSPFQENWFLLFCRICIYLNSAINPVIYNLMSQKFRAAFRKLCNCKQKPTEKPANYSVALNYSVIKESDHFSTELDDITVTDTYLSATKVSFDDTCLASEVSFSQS
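TRHR-expressing cells loaded with fluo-8 calcium dye were read kinetically (ex 480/em 530) during compound addition, then stimulated with an EC20 of TRH (10 nM final). Enhancement of the Gq-mediated intracellular calcium response was scored.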
* hit, by the source's call; ? = inconclusive; nt = not tested or not shown. Not all compounds are listed; count on the stated rates, not on these rows.

SMILES | D2 antag | RXFP1 antagonist | D1 PAM | D2 PAM | D2 agonist | D1 agonist | D1 antagonist | RXFP1 ag | TRHR enhancer
COc1cccc(NC(=S)N(CCN2CCCCC2)Cc2ccco2)c1 | 0 | 5 | -6 | -16 | -1.8 | 5 | -7 | 7.3% | -1
COc1ccc(C2C(C#N)=C(N)N(c3ccccc3)C3=C2C(=O)CCC3)cc1Cn1cc([N+](=O)[O-])cn1 (stereo not drawn) | -1 | -9 | -2 | 5 | 0.5 | 0 | 17 | 2.6% | -6
COc1ccc(OC)c(-n2c(=S)[nH]c3cc(C(=O)N4CCN(c5ccccc5)CC4)ccc3c2=O)c1 | -1 | -28 | 0 | -4 | -0.6 | 4 | 1 | 1.6% | -5
O=C(O)c1cccc(S(=O)(=O)Nc2cccc(S(=O)(=O)Nc3ccc(Br)cc3)c2)c1 | -9 | -5 | -5 | 6 | -0.3 | 0 | -6 | -1.1% | -11
O=C(NC1CC(=O)N(c2ccc(Cl)cc2)C1)C(=O)c1c[nH]c2ccccc12 (stereo not drawn) | nt | -17 | -2 | 9 | 20 | 0 | nt | ? | 4
CCCSc1nnc(CNC(=O)C23CC4CC(CC(C4)C2)C3)n1Cc1ccccc1 | -7 | -12 | 3 | 4 | -0.7 | 2 | 3 | 0.8% | 5
COc1ccc(C(C(=O)NC(C)(C)C)N(C(=O)CCC(=O)Nc2cc(C)on2)c2cccc(C)c2C)cc1 (stereo not drawn) | nt | 1 | -2 | 0 | nt | -3 | 12 | -0.7% | -4
Cc1ccc(S(=O)(=O)CCC(=O)Nc2nc(C(C)(C)C)cs2)cc1 | -5 | -16 | -7 | -1 | 0.4 | 7 | 5 | 1.0% | 0
Cc1ccc(NC(=O)Nc2ccc(F)c(Cl)c2)cc1 | -21 | -26 | -8 | 10 | 1.4 | 4 | nt | -0.1% | -2
CCN1CCc2c(OCC(=O)N3CCc4ccccc43)cccc2C1=O | -5 | nt | -1 | -3 | -2.3 | 6 | 2 | 1.7% | 0
COc1ccc(S(=O)(=O)N2CCCN(S(=O)(=O)c3ccc(OC)c(C)c3)CC2)cc1C | -12 | 4 | 3 | -9 | 0.3 | -1 | 3 | -0.3% | -5
O=C(C1=NN[C@@H]2C(=O)N(c3cccc(F)c3)C(=O)[C@H]12)c1ccc2ccccc2n1 | 0 | 9 | -4 | -9 | 0.6 | 1 | -5 | 0.2% | 0
Cc1ccc(S(=O)(=O)N2CCN(C3CCC(c4ccccc4)CC3)CC2)cc1 (stereo not drawn) | 3 | nt | -2 | -4 | 0.4 | 2 | -3 | -2.0% | -2
CCN1C(=O)C(CC(=O)Nc2ccc(F)cc2)N(Cc2ccc3c(c2)OCO3)C1=S (stereo not drawn) | 2 | -26 | -1 | 22 | 1.4 | 4 | 12 | -0.7% | 22
O=C(Nc1ccccc1C(F)(F)F)c1cc2ccccc2o1 | 47* | 0 | -3 | 3 | 0.2 | 5 | -23 | -0.1% | -6
CC(=O)Nc1ccccc1C(=O)C(=O)Nc1cccc(C(=O)N2CC(C)CC(C)C2)c1 (stereo not drawn) | 5 | 1 | -2 | 1 | 0.0 | -2 | -1 | -6.4% | -3
C#CCOCCOCCOCCNc1nc(N2CCN(C(=O)[C@H](Cc3ccc(O)cc3)n3cc([C@@H](N)CC(C)C)nn3)CC2)nc(N2CCN(C(=O)[C@H](Cc3cc4ccccc4[nH]3)n3cc([C@@H](N)CC(C)C)nn3)CC2)n1 | -4 | nt | 5 | 2 | -0.1 | -5 | -10 | 0.1% | 1
CC1(C)C2CCC1(CS(=O)(=O)Nc1cccc(S(N)(=O)=O)c1)C(=O)C2 (stereo not drawn) | -4 | -3 | -4 | 0 | 2.2 | 1 | 6 | -2.1% | 7
Cc1cc(NC(=O)COC(=O)CCNS(=O)(=O)c2c(Cl)cccc2Cl)no1 | 7 | -69* | -2 | 2 | -0.5 | -3 | 4 | -4.2% | 1
CCC(=O)N(Cc1cc2cc(OC)ccc2[nH]c1=O)c1ccc(C)cc1 | 21 | 3 | -3 | 5 | 0.1 | 3 | 10 | -0.2% | 3
O=C(c1ccc(F)cc1)N1CCN(C(=O)c2cccnc2)CC1 | -11 | -5 | -1 | 5 | -0.4 | 1 | 16 | 1.0% | -1
CCOCC(=O)Nc1cc(C(=O)OC)ccc1C(=O)OC | 21 | 6 | -10 | -3 | 1.0 | 0 | -19 | 2.0% | 0
O=C(CS(=O)(=O)c1cn(Cc2ccc(Cl)cc2)c2ccccc12)N1CCCCC1 | -5 | -3 | 15 | 0 | 1.1 | 0 | 4 | 0.6% | -12
COc1ccc(NC(=O)c2cc(S(=O)(=O)N3CCCC3)ccc2C)cn1 | 1 | 0 | -3 | 4 | 0.0 | 2 | -21 | -1.6% | 0
O=C(CNC(=S)NC(=O)C1CCCCC1)c1ccccc1 | 0 | -4 | 3 | 25 | 0.3 | 2 | -13 | ? | 1

Arranged by length of the SMILES (low to high): part of the list above.
SMILES | D2 antag | RXFP1 antagonist | D1 PAM | D2 PAM | D2 agonist | D1 agonist | D1 antagonist | RXFP1 ag | TRHR enhancer
O=C(CNC(=S)NC(=O)C1CCCCC1)c1ccccc1 | 0 | -4 | 3 | 25 | 0.3 | 2 | -13 | ? | 1
CCCSc1nnc(CNC(=O)C23CC4CC(CC(C4)C2)C3)n1Cc1ccccc1 | -7 | -12 | 3 | 4 | -0.7 | 2 | 3 | 0.8% | 5
O=C(CS(=O)(=O)c1cn(Cc2ccc(Cl)cc2)c2ccccc12)N1CCCCC1 | -5 | -3 | 15 | 0 | 1.1 | 0 | 4 | 0.6% | -12
CC1(C)C2CCC1(CS(=O)(=O)Nc1cccc(S(N)(=O)=O)c1)C(=O)C2 (stereo not drawn) | -4 | -3 | -4 | 0 | 2.2 | 1 | 6 | -2.1% | 7
CC(=O)Nc1ccccc1C(=O)C(=O)Nc1cccc(C(=O)N2CC(C)CC(C)C2)c1 (stereo not drawn) | 5 | 1 | -2 | 1 | 0.0 | -2 | -1 | -6.4% | -3
COc1ccc(S(=O)(=O)N2CCCN(S(=O)(=O)c3ccc(OC)c(C)c3)CC2)cc1C | -12 | 4 | 3 | -9 | 0.3 | -1 | 3 | -0.3% | -5
COc1ccc(OC)c(-n2c(=S)[nH]c3cc(C(=O)N4CCN(c5ccccc5)CC4)ccc3c2=O)c1 | -1 | -28 | 0 | -4 | -0.6 | 4 | 1 | 1.6% | -5
COc1ccc(C2C(C#N)=C(N)N(c3ccccc3)C3=C2C(=O)CCC3)cc1Cn1cc([N+](=O)[O-])cn1 (stereo not drawn) | -1 | -9 | -2 | 5 | 0.5 | 0 | 17 | 2.6% | -6

Remaining list, next part.
SMILES | D2 antag | RXFP1 antagonist | D1 PAM | D2 PAM | D2 agonist | D1 agonist | D1 antagonist | RXFP1 ag | TRHR enhancer
Cc1cccc(C(C(=O)NC2CCCC2)N(C(=O)c2csnn2)C2CC2)c1 (stereo not drawn) | 7 | -4 | -3 | nt | -2.5 | 0 | -7 | -0.7% | -1
Cc1ccc(Nc2nc(N)nc(CN3CCN(Cc4ccc5c(c4)OCO5)CC3)n2)cc1Cl | -5 | -19 | -5 | -8 | 5.4 | 1 | 0 | 0.5% | 1
COc1cccc2oc3ccc(C#CC4(N)CCCCC4)cc3c(=O)c12 | 12 | nt | 7 | 6 | 1.4 | 5 | -6 | 1.9% | -1
CCOC(=O)CCn1c(=O)c2c(nc(Br)n2Cc2ccccc2)n(C)c1=O | 3 | -16 | 4 | 5 | -2.9 | -1 | 1 | -1.2% | -1
CCN(CC)S(=O)(=O)c1cc(OCC(N)=O)c(C)cc1Cl | -2 | -14 | -8 | 14 | -2.6 | 5 | -8 | 2.7% | 2
CCCCC(=O)O[C@]1(C(=O)CO)CC[C@H]2[C@@H]3CCC4=CC(=O)CC[C@]4(C)[C@H]3[C@@H](O)C[C@@]21C | 15 | -13 | 7 | -7 | 1.2 | -1 | -11 | 3.0% | -3
CCOc1cc(C(=O)Nc2ccc(N3CCN(C(C)=O)CC3)cc2)cc(OCC)c1OCC | 9 | 6 | -3 | 0 | 7.8 | 2 | 11 | 0.5% | 1
CCOc1ccc(C(=O)NCC(=O)OCc2c(C)noc2C)cc1OCC | 37* | -14 | -4 | -4 | 1.5 | 0 | 4 | 0.2% | 6
CC1=C(C)C(O)N(Cc2ccccc2)C1=O (stereo not drawn) | 23 | 2 | 3 | -2 | 0.0 | 4 | 5 | 4.0% | -2
COc1ccc(/C=N/NC(=O)CCn2c3ccccc3c3ccccc32)cc1O | -4 | -15 | -3 | -1 | 0.2 | 1 | 6 | 3.6% | -7
O=[N+]([O-])c1cc(-c2ccn[nH]2)ccc1Cl | -36 | -1 | -2 | 8 | 0.2 | 3 | -21 | 0.8% | 23
CCN(CC)c1ccc(/C=N/NC(=O)c2ccoc2C)c(O)c1 | -6 | 10 | -2 | -1 | -0.8 | 2 | 1 | 0.4% | -3
CC(=O)Nc1ccc(S(=O)(=O)NCCc2cn3ccsc3n2)cc1 | nt | 4 | -3 | nt | 0.9 | 1 | -4 | -0.6% | 0
O=C(N/N=C/c1ccc2ncccc2c1)c1ccco1 | 11 | 11 | 2 | -1 | 0.5 | -1 | 9 | -2.3% | 7
Cc1ccc(OCCn2c(CCNC(=O)C(C)C)nc3ccccc32)cc1 | 8 | -7 | -8 | 6 | 0.4 | 0 | 5 | 0.9% | -3
CC(C)C(=O)NC1CC(=O)N(c2ccc3c(c2)OCCO3)C1 (stereo not drawn) | nt | -9 | 0 | -1 | 22 | 2 | nt | 1.5% | 0
NC(=O)C1CCN(CC(=O)Nc2ccccc2Sc2ccc(Cl)cc2)CC1 | -7 | -11 | -4 | -2 | 4.0 | 6 | -12 | -0.1% | -6
CC(C)(O)C#Cc1ccc(C(=O)N2CCN(C(=O)c3ccco3)CC2)cc1 | -13 | -5 | -1 | nt | 3.1 | 2 | 12 | 0.0% | 2
Cc1cccc(NC(=O)c2cccc(NC(=O)Cc3cccs3)c2)c1 | 18 | -107* | -7 | -12 | -0.2 | 5 | -48* | 0.3% | -2
COc1ccc(C2C(C(=O)Nc3ccc(C)cc3C)=C(C)Nc3nc(SCc4cccc(C)c4)nn32)c(OC)c1 (stereo not drawn) | nt | nt | 2 | -1 | 0.8 | 0 | -18 | -2.6% | 17
CCC(C)NC(=O)C1CC(=O)N(CCc2ccc(F)cc2)C1 (stereo not drawn) | 1 | 5 | -3 | -8 | 0.2 | 4 | 22 | 0.0% | 2
